# Screens: PubChem BioAssay, several laboratories
# COUP-TFII inh – NR2F2 transcriptional activity inhibitors, primary screen, cell-based, luciferase reporter, HEK293T, luminescence; COUP transcription factor 2 (Homo sapiens), P24468; HEK293T NGFI-A luciferase reporter; inhibition, % at 8.6 µM; 0.7% of 370,000 active; AID 686940, 2013;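 active means inhibition above a per-plate cutoff, mean inhibition of test wells between control levels plus 3 SD, cut at about 38% in these data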;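 further: cells cotransfected with COUP-TFII expression vector driving the NGFI-A reporter; 0% = median of COUP-TF2 test wells and 100% = reporter-only cells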
# SRC3 inh – SRC3 coactivator transcriptional activity inhibitors, primary screen, cell-based, luminescence | HEK293 GAL4-SRC3 luciferase reporter | 0.17% of 360,000 active | Nuclear receptor coactivator 3 (Homo sapiens), Q9Y6Q9 | inhibition, % at 3.6 µM;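 active means inhibition above a per-campaign cutoff, the mean of all compounds plus 3 SD, cut at about 60% in these data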;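 further: 0% = DMSO-treated cells and 100% = gossypol-treated cells at 36 µM; higher means less SRC3-driven luciferase light from the GAL4 reporter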
# NR5A2 inv ag – LRH-1 (NR5A2) inverse agonists, primary screen, cell-based, luminescence, HEK293T, StAR-luciferase reporter | Nuclear receptor subfamily 5 group A member 2 (Homo sapiens), O00482 | LRH-1 transfected, 24 h | inhibition, % at 3.6 µM | 0.13% of 360,000 active | AID 602396, 2012;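 active means inhibition above the mean inhibition of all tested compounds plus 3 SD, cut at about 73% in these data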;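 further: 0% = DMSO wells and 100% = reporter-only cells lacking LRH-1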
# EBV LMP1 NFkB – EBV LMP1-driven NF-kappaB luciferase reporter inhibitors, primary screen, cell-based, luminescence, single point; LMP1-induced NF-kappaB luciferase reporter cells; inhibition, % at 12.5 µM; 0.69% of 350,000 active; AID 504558, 2011; in the data active means inhibition above about 41%;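 further: 0% = neutral control wells and 100% = reference inhibitor control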
# SRC1 inh – SRC1 coactivator transcriptional activity inhibitors, primary screen, cell-based, luminescence; Nuclear receptor coactivator 1 (Homo sapiens), Q15788; HEK293 GAL4-SRC1 luciferase reporter; inhibition, % at 3.6 µM; 0.12% of 360,000 active; AID 588354, 2011;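 active means inhibition above the campaign mean plus 3 SD, with each screening campaign given its own cutoff, cut at about 60% in these data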;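 further: 0% = DMSO treated cells and 100% = gossypol at 36 µM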
# SRC2 inh – inhibition of GAL4-SRC2 driven luciferase reporter, primary screen, SRC2 inhibitor project, cell-based, luminescence; Nuclear receptor coactivator 2 (Homo sapiens), Q15596; inhibition, % at 9 µM; HEK293 GAL4-SRC2 luciferase reporter; 0.17% of 370,000 active; AID 651957, 2012;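 active means inhibition above the mean inhibition of all tested compounds plus 3 SD, set per campaign, cut at about 52% in these data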;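 further: 0% = DMSO treated cells and 100% = cells given Gossypol at 36 µM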
# Target sequence (Q15596 whole entry, looked up, the tested form may be a part): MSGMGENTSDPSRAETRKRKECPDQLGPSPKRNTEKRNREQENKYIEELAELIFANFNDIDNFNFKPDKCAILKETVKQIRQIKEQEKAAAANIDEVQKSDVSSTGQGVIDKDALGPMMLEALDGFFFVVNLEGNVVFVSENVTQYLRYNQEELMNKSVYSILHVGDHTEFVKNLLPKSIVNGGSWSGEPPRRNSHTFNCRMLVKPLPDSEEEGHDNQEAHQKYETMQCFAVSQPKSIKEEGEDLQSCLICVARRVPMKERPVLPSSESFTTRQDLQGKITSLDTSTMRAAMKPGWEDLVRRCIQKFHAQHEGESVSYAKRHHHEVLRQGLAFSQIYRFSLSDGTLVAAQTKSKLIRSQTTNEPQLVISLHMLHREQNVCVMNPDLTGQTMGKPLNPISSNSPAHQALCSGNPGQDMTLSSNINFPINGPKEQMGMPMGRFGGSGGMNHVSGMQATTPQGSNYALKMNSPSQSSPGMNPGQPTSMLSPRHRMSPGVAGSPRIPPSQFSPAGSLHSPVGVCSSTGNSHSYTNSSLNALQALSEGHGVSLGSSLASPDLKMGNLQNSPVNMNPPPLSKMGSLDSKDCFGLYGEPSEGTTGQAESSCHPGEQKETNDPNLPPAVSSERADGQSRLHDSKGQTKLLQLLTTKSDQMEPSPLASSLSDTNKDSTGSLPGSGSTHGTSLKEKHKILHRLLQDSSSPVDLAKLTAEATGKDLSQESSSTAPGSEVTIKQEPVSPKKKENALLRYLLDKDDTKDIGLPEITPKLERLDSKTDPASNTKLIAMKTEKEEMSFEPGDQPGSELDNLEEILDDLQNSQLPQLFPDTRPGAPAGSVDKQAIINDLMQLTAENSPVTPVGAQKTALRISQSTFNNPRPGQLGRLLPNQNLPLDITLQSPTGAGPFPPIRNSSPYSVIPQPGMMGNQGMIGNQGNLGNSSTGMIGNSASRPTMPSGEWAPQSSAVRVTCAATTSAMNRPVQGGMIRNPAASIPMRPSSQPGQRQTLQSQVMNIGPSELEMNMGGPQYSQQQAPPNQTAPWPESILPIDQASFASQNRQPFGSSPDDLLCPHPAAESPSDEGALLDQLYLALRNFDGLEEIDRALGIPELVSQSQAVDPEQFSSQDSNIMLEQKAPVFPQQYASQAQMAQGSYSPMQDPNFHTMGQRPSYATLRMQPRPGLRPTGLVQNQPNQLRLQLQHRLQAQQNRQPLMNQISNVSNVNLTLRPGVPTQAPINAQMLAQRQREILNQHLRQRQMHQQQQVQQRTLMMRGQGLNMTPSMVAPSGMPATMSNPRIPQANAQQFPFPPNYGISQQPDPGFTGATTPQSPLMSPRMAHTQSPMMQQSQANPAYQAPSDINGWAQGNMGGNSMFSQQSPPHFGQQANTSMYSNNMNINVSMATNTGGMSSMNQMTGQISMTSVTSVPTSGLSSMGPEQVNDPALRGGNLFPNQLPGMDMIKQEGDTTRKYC
# CF NFkB block – inhibitors of PAF-induced NF-kB signaling, primary screen, cell-based, GFP fluorescence, uHTS | inhibition, % at 5 µM | AID 588850, 2011 | 0.86% of 360,000 active | KKLEB NF-kB-GFP reporter, GFP fluorescence overnight;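 active means at least 50% inhibition at 5 µM, scaled per plate between neutral and stimulator controls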;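 further: PAF is a Pseudomonas aeruginosa culture filtrate used as stimulus; plate controls were PAF-stimulated DMSO wells for no effect and unstimulated DMSO wells for full effect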
# TROY signal inh – inhibitors of TROY-driven NF-kB signaling, primary screen, Q293 LMP1-TROYcd cells, NF-kB luciferase, uHTS; inhibition, % at 10 µM; AID 1347056, 2019; 0.98% of 360,000 active; Q293 LMP1-TROYcd NF-kB luciferase reporter, 4 h;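 active means compounds whose plate-normalised and pattern-corrected inhibition of the luciferase reporter signal at the single screening dose is 50% or more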
# KKLEB cytotox – cytotoxicity in KKLEB CF airway cells, primary screen, cytotoxicity control for CF NF-kB inhibitor project, cell-based, uHTS, fluorescence assay plates | KKLEB CF airway cells viability, ATPlite luminescence, overnight; stronger effect = lower value; cells stimulated with P. aeruginosa culture filtrate | activity change (cytotoxicity), % at 5 µM | 0.36% of 360,000 active;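 active means corrected activity change at or below -50% at 5 µM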
# TRAIL sens C8 – viability loss with TRAIL in NB7+C8 cells, primary screen, TRAIL sensitizer project, cell-based, ATPlite luminescence. inhibition (viability loss, TRAIL sensitization), % at 10 µM. 1% of 360,000 active;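 active means compounds causing at least 50% loss of cell viability in the single-dose screen, relative to plate controls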
# TWEAK Fn14 block – inhibitors of TWEAK-Fn14 signaling, primary screen, luciferase reporter cells, uHTS; TWEAK-stimulated Fn14 reporter cells, luciferase luminescence, 8 h; inhibition, % at 10 µM; 2% of 360,000 active; AID 1159606, 2016; in the data active means inhibition above about 50%
# Starred values were filed as active, the others as inactive; · = no result given.
SMILES,COUP-TFII inh,SRC3 inh,NR5A2 inv ag,EBV LMP1 NFkB,SRC1 inh,SRC2 inh,CF NFkB block,TROY signal inh,KKLEB cytotox,TRAIL sens C8,TWEAK Fn14 block
CCCNC(=O)c1cc(C2CCCCN2C(=O)c2ccccc2)on1 (centres undefined),13,-7,9,·,3,12,6,4,11,-10,7
CC1(C)CC(=O)C2=C(C1)N(c1cccc(Cl)c1)C(=O)NC2(C(F)(F)F)C(F)(F)F,7,20,-2,10,9,-2,-20,-7,-6,5,-8
Cc1nc(N)sc1N=Nc1c(C)n(C)n(-c2ccccc2)c1=O,-11,-16,2,0,0,33,11,4,0,-4,-2
O=C(CCNS(=O)(=O)c1ccc(Cl)cc1)N1CCN(c2ccccn2)CC1,10,2,-12,3,-4,5,10,11,-26,-1,14
CCc1ccc(C(=O)NNC(=O)C2CCN(c3ncnc4sc(C)c(C)c34)CC2)cc1,11,12,15,11,-1,15,18,35,-14,3,24
CCS(=O)(=O)NCc1csc(-c2ccccc2)n1,1,-10,-35,-14,-3,-12,1,-26,2,-6,2
Cc1nc2sc(-c3ccccc3)cc2c(=O)n1/N=C/N(C)C,-45,-58,-134,-3,-66,-49,-3,-75,0,-5,-12
COc1ccc(C2c3cc(OC)c(OC)cc3CCN2S(C)(=O)=O)cc1OC (centres undefined),-14,17,3,2,27,-31,2,10,-19,-16,-7
O=C(C[C@@H]1C/C=C\CC[C@@H](Cc2ccc(F)cc2)C(=O)OC[C@@H]2CCCN2C1=O)NCCO,17,-19,-4,-5,-9,-21,-7,14,-3,11,5
Cc1ccc(NC(=S)c2nc3ccccc3[nH]2)c(C)c1,-27,-101,-114,-2,-110,-25,-18,-11,-23,73*,10
O=C(NCc1nc(-c2ccc(C(F)(F)F)cc2)no1)c1cccs1,-7,9,-3,-9,-10,-23,-7,-5,-1,22,-6
O=C(NN=C1c2ccccc2-c2ccccc21)c1ccccc1Br,-6,24,-14,3,9,-21,-66,-4,6,13,-10
Cc1noc(C)c1S(=O)(=O)N(CC(=O)N1CCCCCC1)c1ccc(C(C)C)cc1,3,20,-1,2,-4,-10,-1,-1,-3,-4,3
COc1ccc(C2Nc3ccccc3C(=O)N2Cc2ccccc2)cc1 (centres undefined),-5,-3,0,-1,3,10,6,2,9,15,-14
CN(c1ccc(C(=O)N2CCN(Cc3ccc4c(c3)OCO4)CC2)cc1)S(=O)(=O)c1ccccc1,48*,26,37,16,28,36,4,11,10,15,26
CCCc1[nH]nc2c1C(c1ccsc1)C(C#N)=C(N)O2 (centres undefined),-2,17,6,1,9,4,4,44,12,13,45
Cc1c(C=O)c(Cl)n(C)c(=O)c1C#N,-5,-26,-32,-20,-30,-27,-8,10,0,7,-9
Cc1ccc(/C=c2\sc3nc(-c4cccnc4)nn3c2=O)cc1,10,-2,11,-2,-11,-4,9,-34,-8,5,3
Cc1cc(C)cc(N2C(=O)CSC2c2cccs2)c1 (centres undefined),4,16,-11,4,-5,0,2,-8,10,-21,-14
CCOc1cc(/C=C(\C#N)C(=O)NCC2CCCO2)ccc1O (centres undefined),-7,-2,24,-2,-24,-14,7,7,-2,-3,-11
O=C(CCS(=O)(=O)c1cc2c(cc1Cl)NC(=O)CO2)NCCc1ccccc1,-9,6,-1,-4,4,-28,-6,-8,-1,7,-2
O=C(Cc1ccccc1)Nn1cnc2ccccc21,7,17,0,3,4,-22,1,-22,6,-16,10
CC1CC(C)CN(c2cc(=O)n(Cc3ccc(F)cc3)c(=O)[nH]2)C1 (centres undefined),6,4,1,-1,4,-4,7,6,-5,14,1
CCC(=O)NCCc1c[nH]c2ccccc12,-3,-7,7,-16,-125,-1,3,-9,-1,-10,-4
CC1=C(C(=O)Nc2ccc(Cl)cc2)C(c2ccncc2)C(C#N)=C(SCC(N)=O)N1 (centres undefined),-18,19,8,4,10,3,1,-3,-6,-3,3
CCOc1ccc(CNC(=O)C2CCN(S(=O)(=O)CC)CC2)cc1OC,-23,18,-5,-8,-26,1,1,5,-3,-21,19
CNc1oc(C)nc1S(=O)(=O)c1ccc(C)cc1,11,15,6,-4,14,-22,-1,-12,14,-18,7
CC(C)NC(=O)c1cc(-c2ccco2)nn1-c1ccc(Cl)cc1,-4,-4,12,-10,14,3,-1,12,-6,3,4
COc1cc(OC)cc(-c2c(C#Cc3ccsc3)c3cc(-c4ccc(C(N)=O)cc4)ccc3n2C)c1,7,0,-18,-15,10,-20,29,-13,21,14,-14
COC(=O)c1c(C)nn(-c2ccc(OC(F)(F)F)cc2)c1-c1snnc1C,12,20,0,·,-2,7,8,7,1,-4,-6
COc1ccc(OC2C(=O)N(c3cc(C)ccc3C)C2c2ccc(OC)c(OC)c2)cc1 (centres undefined),0,12,5,6,12,9,-23,8,16,-4,0
COc1ccc(CCn2nnnc2CN2CCN(C(=O)c3ccco3)CC2)cc1OC,5,3,6,0,-19,5,-6,-4,1,-2,1
O=C(Nc1ccc(F)cc1)c1nn(-c2ccccc2)c(=O)cc1Cl,5,15,11,7,-14,33,8,19,-8,-12,55*
COc1ccccc1N1C(=O)C2C3C=CC(C3)C2C1=O (centres undefined),-4,10,-2,3,-2,-19,3,6,-20,-15,5
CCOc1ccc(N2C(=O)CC(Sc3n[nH]c(-c4ccccc4)n3)C2=O)cc1 (centres undefined),5,8,-14,7,2,-32,4,13,0,-3,-1
CCOc1ccccc1NC(=O)CCN1CCN(S(=O)(=O)c2ccc(OC)cc2)CC1,-10,-14,9,-7,0,10,-8,-4,12,4,1
COc1ccc(NC(=O)c2cnn(-c3ccccc3)c2C)cc1,-19,-122,-201,19,-155,-40,-2,-15,-10,25,50*
O=C(Nc1ccccc1N1CCCCC1)c1cccc([N+](=O)[O-])c1,-3,-4,-12,14,8,20,5,-12,-10,2,-19
CCCC[C@H](CN(N=O)[C@@H](Cc1ccccc1)CN(C)N=O)N(CCc1ccccc1)N=O,-1,0,1,-9,-9,-7,-6,-8,2,10,0
C/C(=N\NC(=O)c1cccnc1)c1ccc(C)c([N+](=O)[O-])c1,26,-4,-9,2,5,-3,-27,-6,14,0,-9
O=C(CNC(=O)C(c1ccccc1)c1ccccc1)OCC(=O)c1cccs1,7,-12,6,1,-16,-23,5,-4,-7,32,-1
CCCCNc1nc(NC)nc(Cl)c1SC,-1,10,2,11,1,-20,6,0,3,-3,-4
COC(=O)c1ccc(CS(=O)(=O)c2ccc(C)cc2)o1,-10,14,1,-4,-31,-5,2,2,8,-7,-24
COc1ccc(/C(N)=C/C(=O)C(C)(C)C)cc1,-36,-30,-16,-16,-45,-65,8,-30,11,-3,-12
O=C(O)C1=C[C@H](c2ccc(C(F)(F)F)cc2)C[C@H](OCc2ccc(CO)cc2)O1,1,-8,-9,7,4,-2,13,4,-9,-7,-3
CCOc1ccc(N2C(=O)CC(N(CCc3ccc(OC)cc3)C(=O)c3cccc(F)c3)C2=O)cc1 (centres undefined),0,-19,-12,-8,-15,14,12,-7,5,3,-4
Cc1ccc(N2CC(C(=O)Nc3cccc(F)c3)CC2=O)cc1 (centres undefined),-10,5,9,5,0,-21,11,-7,-9,-13,-6
Cc1cc(C)c(C)c(S(=O)(=O)N2CCN(c3ccc(O)cc3)CC2)c1C,-5,16,-10,0,-32,3,8,25,6,-9,-12
C=CCn1c(SCC(=O)NC2CCCCC2)nc2ccccc2c1=O,15,5,-6,-1,-45,6,-21,2,-5,-6,11
Cc1cc(Nc2cccc([N+](=O)[O-])c2)c2ccccc2n1,7,7,8,12,9,-8,-18,2,-3,4,-20

# Next part:
SMILES,COUP-TFII inh,SRC3 inh,NR5A2 inv ag,EBV LMP1 NFkB,SRC1 inh,SRC2 inh,CF NFkB block,TROY signal inh,KKLEB cytotox,TRAIL sens C8,TWEAK Fn14 block
COc1ccc(OCc2cc(/C=N\NC(=O)c3ccccc3)ccc2OC)cc1,-6,-11,-4,7,-46,-11,-4,3,-1,16,-2
CCCCNC(=O)C(CC)Sc1nc2sc(C(=O)OC)c(C)c2c(=O)n1N (centres undefined),-1,16,-3,3,-13,-30,1,11,-2,3,-10
C=CCn1c(SC(F)F)nc2scc(-c3ccco3)c2c1=O,21,-3,0,-38,-8,25,4,-7,4,2,26
O=C(COc1cccnc1[N+](=O)[O-])NCc1ccccc1,6,-12,4,4,5,-5,5,2,-8,-3,-12
CCOC(=O)CCc1c(C)c(C#N)c2nc3ccccc3n2c1-n1ccnc1,8,-10,-12,7,-49,15,0,18,-1,1,18
CCCC1SCC(C)(C)NC1=O (centres undefined),-14,10,5,3,0,-7,-2,-3,12,-4,1
CC(C)(CO)CNC1CCCN(C2Cc3ccccc3C2)C1 (centres undefined),-20,10,10,-3,-1,4,6,9,-1,-8,8
NC(=O)SC/C(=N\S(=O)(=O)c1ccccc1)Nc1ccccc1,-18,-5,-1,1,5,-14,8,-10,8,-7,-10
O=C(Nc1cccc([N+](=O)[O-])c1)c1ccc2c(c1)OCCO2,-37,-84,-106,-15,-72,-57,6,-73,12,22,-26
CCOC(=O)C1CCN(Cc2cc(=O)oc3cc(C)c(Cl)cc23)CC1,11,10,-1,-4,-40,-20,6,-14,-6,-24,0
CCN(CC)CCN(C(=O)CCS(=O)(=O)c1ccccc1)c1nc2c(C)cc(C)cc2s1,13,15,-12,-19,-16,-1,73*,-21,-29,11,7
CC1=Nc2cccc3cccc(c23)N1C,10,13,-7,8,-22,-6,-26,-22,6,3,8
COc1ccc(C(=O)CC(=O)C(=O)NCCc2cccc(C)c2)cc1,-5,0,-15,2,-4,-23,-29,-34,11,2,12
